Screening results: PubChem, Johns Hopkins Ion Channel Center
Kir21 block = inhibitors of mouse Kir2.1 inward-rectifier potassium channel; HEK293-Kir2.1, FluxOR thallium flux fluorescence; stronger effect = lower value; B-score at 10 µM; hit rate 0.85% among 310,000;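 active = fluorescence ratio B-score at or below minus 3 SD of library scores, with starting-brightness B-score within 2 SD, cut at about -4.2 in these data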;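 also: channel flux triggered by added potassium and thallium sulfate stimulus; B-score of peak minus minimum fluorescence over baseline after thallium stimulus; more negative B-score means stronger Kir2.1 block with less thallium influx; some compounds called inactive have numbers as strong as hits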
Target sequence (P35561 whole entry, looked up): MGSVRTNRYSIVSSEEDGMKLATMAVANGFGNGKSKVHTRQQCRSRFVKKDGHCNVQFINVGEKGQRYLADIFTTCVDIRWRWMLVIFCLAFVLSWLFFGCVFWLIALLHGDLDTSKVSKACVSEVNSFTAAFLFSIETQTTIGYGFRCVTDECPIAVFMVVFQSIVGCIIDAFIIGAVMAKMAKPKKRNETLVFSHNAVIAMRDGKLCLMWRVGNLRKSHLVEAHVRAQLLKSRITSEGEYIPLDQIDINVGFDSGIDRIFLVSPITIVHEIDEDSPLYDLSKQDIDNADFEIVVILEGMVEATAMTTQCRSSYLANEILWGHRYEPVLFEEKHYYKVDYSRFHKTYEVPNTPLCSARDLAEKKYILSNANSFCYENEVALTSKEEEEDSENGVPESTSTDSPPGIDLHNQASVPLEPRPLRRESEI
CHT block = inhibits the human high affinity choline transporter; Q9GZV3; CHT-expressing cells, membrane potential dye, choline response; stronger effect = lower value; B-score at 10 µM; hit rate 0.86% among 310,000;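 active = B-score over 3 SD under the library average, and starting fluorescence ratio not unusually high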;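 also: choline stimulus applied at its EC90 after an EC20 pre-addition; B-score computed on integrated fluorescence ratio after choline addition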
Target sequence (Q9GZV3 whole entry, looked up): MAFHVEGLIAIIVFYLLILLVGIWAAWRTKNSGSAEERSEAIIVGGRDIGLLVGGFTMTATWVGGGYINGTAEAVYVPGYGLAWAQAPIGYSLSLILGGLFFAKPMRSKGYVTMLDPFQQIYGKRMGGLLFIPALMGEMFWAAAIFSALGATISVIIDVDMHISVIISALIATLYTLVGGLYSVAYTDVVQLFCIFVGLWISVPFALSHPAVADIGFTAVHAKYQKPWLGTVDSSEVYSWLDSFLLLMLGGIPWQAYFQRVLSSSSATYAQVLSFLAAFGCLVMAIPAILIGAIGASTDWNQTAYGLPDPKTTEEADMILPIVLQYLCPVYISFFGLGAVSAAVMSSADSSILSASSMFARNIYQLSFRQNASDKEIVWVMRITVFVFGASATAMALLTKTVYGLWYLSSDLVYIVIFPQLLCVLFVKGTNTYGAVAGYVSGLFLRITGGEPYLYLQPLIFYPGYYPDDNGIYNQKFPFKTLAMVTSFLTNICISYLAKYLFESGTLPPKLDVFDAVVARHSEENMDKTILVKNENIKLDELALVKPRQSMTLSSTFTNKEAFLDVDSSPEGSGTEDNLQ
Active calls of the source: *; i = inactive; . = not tested or not shown. Compounds as they come; any-hit rate near 1.6%.

| SMILES | Kir21 block | CHT block |
| --- | --- | --- |
| CC1(C)Cc2c(c(N3CCOCC3)nc3sc4c(N5CCOCC5)nnnc4c23)CS1 | 0.13 | i |
| COc1ccc(NC(=O)CSCC(=O)Nc2cc(Cl)ccc2N2CCCC2)cc1 | -1.53 | i |
| C=CCN(c1ccc(C(=O)Nc2ccc(C)cc2)cc1)S(C)(=O)=O | 0.06 | i |
| Nc1nonc1-c1noc(COc2ccccc2Cl)n1 | -0.37 | i |
| COC(=O)c1ccc(CO/N=C/c2ccccc2OC)cc1 | 0.5 | i |
| Fc1ccc(Oc2ncccn2)c(F)c1 | -1.56 | i |
| CCO[C@H]1OC(C(=O)N2CCCCCCC2)=C[C@@H](c2ccc(C(F)(F)F)cc2)[C@@H]1CCCO | 0.45 | i |
| Cc1nonc1OCCNc1ccc([N+](=O)[O-])cc1 | 0.47 | i |
| O=C(COC(=O)Cc1ccc(Cl)c(Cl)c1)NCc1ccco1 | -0.22 | i |
| N#Cc1cc2c(=O)n3ccccc3nc2n(CCCn2ccnc2)c1=N | -3.93 | i |
| CCOc1ccc(-n2c(SCc3ccc(C#N)cc3)nnc2-c2cccnc2)cc1 | -2.02 | i |
| CCOC(=O)C(C)c1n[nH]c(=O)c2ccccc12 (stereo not given) | 1.25 | i |
| Cc1ccc2nc(CSc3nnc(Nc4ccccc4F)s3)cc(=O)n2c1 | 0.56 | i |
| COc1ccc(N(CC(=O)Nc2cccc(N(C)S(C)(=O)=O)c2)S(=O)(=O)c2ccccc2)cc1Cl | 1.21 | i |
| CN1C(C(=O)N2CCc3ccccc3C2)=CC(c2ccc(F)cc2)=NS1(=O)=O | 1.33 | i |
| COC(=O)C/C(C)=N/Nc1ccc(S(=O)(=O)N2CCCC2)cc1[N+](=O)[O-] | -0.4 | i |
| Cc1c(OC(C)C(=O)O)ccc2c(-c3ccccc3)cc(=O)oc12 (stereo not given) | -0.01 | i |
| Nc1ncc2c(n1)-c1cc(Cl)ccc1SC2 | 0.93 | i |
| COc1ccc(C(OC(=O)c2ccco2)C(=O)NC2CCCC2)cc1OC (stereo not given) | 0.26 | i |
| O=C(O)C1=CC[C@@H](c2ccc(Cl)cc2)N(S(=O)(=O)c2ccc(Cl)cc2)[C@H]1c1ccccc1 | . | i |
| Oc1ccc(Br)cc1/C=N/N1CCN(Cc2cccc3ccccc23)CC1 | 0.11 | i |
| O=C(NCC1CCCO1)c1cc2cc(Cl)ccc2[nH]1 (stereo not given) | 0.1 | i |
| COc1ccc(C(=O)c2cnc[nH]2)cc1 | -1.15 | i |
| CCC(=O)Oc1ccc(C(=O)Nc2cccc(C(=O)NCC(C)C)c2)cc1 | 0.21 | i |
| CCN1CCN(C(=S)NC(=O)/C=C/c2cccs2)CC1 | 1.33 | i |
| CC(C)OC(=O)CSc1nnc(-c2ccc([N+](=O)[O-])cc2)o1 | 0.03 | i |
| COCCNC(=S)N(CCc1c(C)[nH]c2ccc(Cl)cc12)Cc1cccs1 | 0.48 | i |
| Cn1cc(CC(=O)Nc2cccc(C#N)c2)c2ccccc21 | 0.03 | i |
| Cc1cc(OCc2nc(-c3ccc(NC(=O)c4cccnc4)cc3)no2)ccc1Cl | 1.17 | i |
| CC(C)COc1ccc(C(=O)NC(Cc2c[nH]c3ccccc23)C(=O)NN)cc1 (stereo not given) | -1.44 | i |

Some of these compounds in order of their number in Kir21 block, falling.
| SMILES | Kir21 block | CHT block |
| --- | --- | --- |
| Cc1cc(OCc2nc(-c3ccc(NC(=O)c4cccnc4)cc3)no2)ccc1Cl | 1.17 | i |
| O=C(NCC1CCCO1)c1cc2cc(Cl)ccc2[nH]1 (stereo not given) | 0.1 | i |
| Cn1cc(CC(=O)Nc2cccc(C#N)c2)c2ccccc21 | 0.03 | i |
| CC(C)COc1ccc(C(=O)NC(Cc2c[nH]c3ccccc23)C(=O)NN)cc1 (stereo not given) | -1.44 | i |

Carrying on.
| SMILES | Kir21 block | CHT block |
| --- | --- | --- |
| CSc1ccc(NC(=O)C(C)N2CCN(C)CC2)cc1 (stereo not given) | 1.27 | i |
| CCN(CC)S(=O)(=O)c1ccc(Cl)c(NC(=O)CSc2nnc(-c3cccs3)o2)c1 | -0.67 | i |
| Cc1cc2oc3ccc(NCCC4CCCN4C)cc3c(=O)c2cc1C (stereo not given) | -7.66* | i |
| CCCC(=O)N1CCN(S(=O)(=O)c2cc(Cl)ccc2OC)CC1 | -0.05 | i |
| c1ccc(-c2ccc(C(c3ccccc3)n3ccnc3)cc2)cc1 (stereo not given) | 1.86 | i |
| COc1c(F)c(F)c(C(=O)Nc2ccc(-c3nc4ccccc4[nH]3)cc2)c(F)c1F | 1.06 | i |
| Cc1ccccc1/C=C1\Sc2ccc(C(=O)N3CCN(c4ccccn4)CC3)cc2N(C)C1=O | -0.08 | i |
| COc1ccc(C(=O)Nn2c(SCC(=O)NC3CCCC3)nc3ccccc3c2=O)cc1 | 0.25 | i |
| CCOC(=O)c1csc(NC(=O)c2ccc(S(=O)(=O)N(CC)CC)cc2)n1 | 1.28 | i |
| COc1ccc(-n2c(C)nn(C)c2=O)c(OC)c1 | -0.34 | i |
| O=C(CCC(=O)c1ccc(F)cc1)Nc1cccc(S(=O)(=O)Nc2cccc(Cl)c2)c1 | -0.45 | i |
| COC(=O)c1c(C)[nH]c(C(=O)NCc2ccco2)c1C | -0.09 | i |
| O=C(NC(CC(=O)N1CCN(c2ccccc2)CC1)c1ccccc1)c1ccccc1Cl (stereo not given) | -1.91 | i |
| O=C(CN1CCN(S(=O)(=O)N2CCOCC2)CC1)Nc1cc(Cl)cc(Cl)c1 | 0.18 | i |
| CC1CCCN(C(=O)COc2ccc(NC(=O)c3cccs3)cc2)C1 (stereo not given) | 0.26 | i |
| Cc1cc(=O)[nH]c(S)c1C#N | -0.11 | i |
| COc1ccc(OCC(O)CN2CCN(c3ccc(Cl)cc3)CC2)cc1 (stereo not given) | 1.87 | i |
| CC(=O)Nc1ccc(C(F)(F)F)cc1Cl | -0.02 | i |
| COc1cc([N+](=O)[O-])cc(/C=N/NC(=O)c2cccnc2)c1O | 0.62 | i |
| Cc1ccc(CNC(=O)/C=C/c2ccc(S(=O)(=O)NCc3ccco3)cc2)cc1 | -0.56 | i |
| O=C(Nc1ccc(Cl)cc1)NN1CC(=O)N(c2cccc(C(F)(F)F)c2)CC1=O | 0.83 | i |
| O=C(CSc1nc(-c2ccccc2)cc(C(F)(F)F)n1)N1CCOCC1 | 0.09 | -5.79* |
| CCOc1cc(/C=N/NC(=O)C(=O)NC2CC2)cc(Br)c1O | -2.2 | i |
| CCN(CC)CC(C)CNC(=O)C1(O)c2ccccc2NC(=O)N1c1ccc(Cl)c(Cl)c1 (stereo not given) | 0.57 | i |
| CC(C)CCNc1nc(N2CCCC2)c2c(c1C#N)CCN(C)C2 | -0.56 | i |
| COc1ccc2cc(Br)ccc2c1CC(=O)NC(C)C | 2.47 | i |
| COc1cc(COc2ccc(-c3nnco3)cc2)ccc1OC(F)F | 1.16 | i |
| O=C(CSc1ccc(-c2ccco2)nn1)NCc1ccccc1 | -0.17 | i |
| O=C(NC1CCN(Cc2ccccc2)CC1)c1ccc2c(c1)OCCCO2 | -0.24 | i |
| Cn1nc(C(=O)N2CCN(c3ccccc3)CC2)c2c1-c1ccccc1S(=O)(=O)C2 | 0.93 | i |
| O=C1CC(c2cccc(F)c2)C2=C(CCCC2=O)N1 (stereo not given) | -1.22 | i |
| COc1cc(O)c(C(CC(=O)N2CCCCC2)c2ccc(N(C)C)cc2)c(OC)c1 (stereo not given) | 1.13 | . |
| Cc1cc(C)n(-c2ccc(C(=O)NC(C)C)cc2)n1 | 2.59 | i |
| Cc1[nH]c2ccccc2c1/C=N/NC(=O)c1cccc(S(=O)(=O)Nc2cccc(C(F)(F)F)c2)c1 | -0.93 | i |
| O=C(CC1C(=O)NCCN1Cc1cccc(F)c1)NC1CCC1 (stereo not given) | 1.31 | i |
| O=C(NCC(=O)N(c1ccccc1)C(C(=O)NC1CCCCC1)c1cccnc1)c1cccs1 (stereo not given) | 0.9 | i |
| CC(NC(=O)c1ccccc1)c1nc2ccccc2n1Cc1ccccc1F (stereo not given) | -2.07 | i |
| CCOc1ccc(NC(=O)CNC(=O)c2cn(-c3ccccc3OC)c(=O)c3ccccc23)cc1 | -0.86 | i |
| Cc1cccn2c(=O)c3cc(C(=O)NCCN4CCOCC4)c(=N)n(Cc4cccnc4)c3nc12 | 0.02 | i |
| O=C(NCc1ccccc1)C1CCCN1S(=O)(=O)c1ccc(F)cc1 (stereo not given) | -1.18 | i |
| CC(=O)Oc1c(S(=O)(=O)c2ccccc2)c(C)nn1C(C)(C)C | -1.53 | i |
| NCCSc1c(-c2ccc(F)cc2)[nH]c2ccccc12 | -0.78 | i |
| CCN(CC)S(=O)(=O)c1cc(NC(=O)COC(=O)CCc2nc3ccccc3s2)ccc1C | 1.4 | i |
| O=C(Nn1cnc2ccccc2c1=O)c1ccccc1F | 0.29 | i |
| COc1ccc(-n2c(=O)[nH]cc(C(=O)Nc3ccc4c(c3)OCCO4)c2=O)cc1OC | 0.33 | i |
| COc1cccc(NC(=O)c2ccc3snnc3c2)c1 | 2.5 | i |
| COc1ccc(-c2ncncc2-c2csc(C)n2)c(O)c1 | -0.02 | i |
| COc1ccc(CN(Cc2ccccn2)C(=O)CN2C(=O)C(C)Oc3ccccc32)cc1 (stereo not given) | -1.67 | i |
| O=S(=O)(NCC1CCCO1)c1ccc(S(=O)(=O)N2CCCC2)cc1 (stereo not given) | -0.51 | i |
| COc1cc(/C=N/NC(=S)Nc2cccc(Cl)c2C)ccc1OCC(=O)N1CC(C)OC(C)C1 (stereo not given) | 0.37 | i |

(continued)
| SMILES | Kir21 block | CHT block |
| --- | --- | --- |
| COc1ccccc1N1CCN(C(=O)NCc2cccc(C(F)(F)F)c2)CC1 | -0.45 | i |
| CC(/C=C/c1ccccc1)=N\NC(=O)Cn1nc(C)cc1C | -4.07 | i |
| C=CCOC(=O)C1=C(C)OC(N)=C(C#N)C1c1ccc(OC)c(CSc2ccccn2)c1 (stereo not given) | 0.72 | i |
| O=c1[nH]n(Cc2ccccc2)c2ccccc12 | -1.86 | i |
| COc1ccc(-n2ccnc(SCC(=O)NCc3ccccc3Cl)c2=O)cc1 | -0.11 | i |
| Cn1c(C2CCCCC2)nc2c1c(=O)[nH]c(=O)n2Cc1ccccc1 | 0.1 | i |
| Cc1cc(C)c2cc(C#N)c(NCCOC(=O)c3ccccc3C)nc2c1 | -0.61 | i |
| N#C/C(=N\Nc1ccc(S(=O)(=O)N2CCCCC2)cc1)C(N)=S | 1.7 | i |
| Cc1cc(C(=O)Nc2c(C)nn(Cc3ccccc3)c2C)on1 | 2.51 | i |
| Cc1c(Cl)cccc1NC(=S)NCCc1ccccn1 | -0.18 | i |
| COc1ccccc1C1CCN(C(=O)c2cccc([N+](=O)[O-])c2)CC1 | -0.25 | i |
| O=C(CC1CCCC1)Nc1nnc(C2CC2)s1 | -0.03 | i |
| CC(=O)c1ccc(N2CCN(C3CCC(C(C)(C)C)CC3)CC2)cc1 (stereo not given) | 0.07 | i |
| Cc1cccc(NC(=S)NC23CN4CN(CN(C4)C2)C3)c1 | 0.07 | i |
| COc1ccccc1NC(=O)c1coc(=O)c(Br)c1 | 0.28 | i |
| Cc1cc(C)cc(N(CC(=O)NCc2ccco2)S(=O)(=O)c2c(C)noc2C)c1 | 0.02 | i |
| Cc1c(NC(=O)C(C)OC(=O)c2ncc(Cl)c(Cl)c2Cl)c(=O)n(-c2ccccc2)n1C (stereo not given) | -1.13 | i |
| CC(C)N(C(=O)Cn1c(SCC(=O)NC2CC2)nc2ccccc21)C(C)C | 0.5 | i |
| COc1ccc(/C=C/c2noc(-c3ccccc3O)n2)cc1 | -0.75 | i |
| CNC(=S)NNc1nc(N2CCOCC2)nc(N2CCOCC2)n1 | 0.4 | i |
| C=CCNCCCCOc1ccc(Br)cc1C | -3.61 | i |
| COc1cc(OC)nc(NC(=O)C(C)C)n1 | 0 | i |
| CC(NC(=O)CCc1nnc(Cc2cccc(C(F)(F)F)c2)o1)C1CC1 (stereo not given) | -0.1 | i |
| Cc1no[n+]([O-])c1COc1cccc(/C=N/Nc2nncn2N)c1 | 1.02 | i |
| O=C(O)C1CC=CCC1C(=O)NCc1ccc(Cl)c(Cl)c1 (stereo not given) | 0.75 | i |
| Cc1ccc(NC(=O)c2cnn(-c3ccccc3)c2NC(=O)c2ccco2)cc1C | 0.87 | i |
| O=C(c1cn(-c2ccccc2)nc1-c1ccc(Br)cc1)N1CCOCC1 | 0.68 | i |
| CCN(CC)C(=O)COc1coc(CN2CCN(c3cccc(Cl)c3)CC2)cc1=O | 0.02 | i |
| O=C1CC(c2ccccc2Cl)C2=C(COC2=O)N1 (stereo not given) | 0.34 | i |
| COc1c([N+](=O)[O-])c(=O)oc2ccccc12 | 0.67 | i |
| C#CCNC(=O)C1=C[C@H](C2CCCCC2)C[C@H](OCc2ccc(CO)cc2)O1 | -2.45 | i |
| CCC(C)(C)NC(=O)C(c1cccnc1)N(CCOC)C(=O)Cn1nnc2ccccc21 (stereo not given) | 0.22 | . |
| O=C(Nc1ccccc1)C1=C[C@@H](C2CCCCC2)C[C@@H](OCCCCO)O1 | 1.9 | i |
| CCOc1ccc2nc(NCCCNS(=O)(=O)c3ccc(C)cc3)c(C#N)cc2c1 | -0.33 | i |
| Cc1ccc(Cl)cc1N1CCN(c2cccc[n+]2C)CC1 | -0.11 | i |
| COc1cccc(CNC(=O)c2cc(S(=O)(=O)N3CCCC3)cn2C)c1 | 1.25 | i |
| Nc1ccc(C(=O)OCC(=O)N2CCN(C(=O)c3ccco3)CC2)cc1[N+](=O)[O-] | 0.87 | i |
| COc1ccc(S(=O)(=O)Cc2ccc(C(=O)N3CCN(c4ncccn4)CC3)o2)cc1 | . | i |
